hgDAF12 agonist – H. glycines DAF-12 receptor agonists, primary screen, cell-based, luminescence, HEK293, GAL4 fusion, UAS-luciferase | Nuclear hormone receptor DAF-12 (Heterodera glycines), GAL4 fusion | HEK293 GAL4-hgDAF12 UAS-luciferase reporter, agonist luminescence; normalized to butyrate control | activation, % at 6.8 µM | actives 1.8% (n = 370,000);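 active = activation above a cutoff set at the mean of all screened compounds plus 3 SD, cut at about 10% in these data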;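 also: 0% = DMSO wells and 100% = sodium butyrate wells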
NPR1 activator – GC-A stimulated cGMP production enhancers – HEK293 GC-A cells, cGMP TR-FRET, EC30 ANP, primary screen. Atrial natriuretic peptide receptor 1 (Homo sapiens), P16066. 0% at EC30 ANP, 100% saturating ANP. activation, % at 10 µM. actives 0.14% (n = 370,000); in the data active = activation above about 40%
hcDAF-12 act – H. contortus DAF-12 nuclear receptor activators, primary screen, cell-based, luminescence, HEK293, lit1-tk-luc reporter. activation, % at 6.8 µM. AID 652067, 2013. HEK293 hcDAF-12 lit1-tk-luc reporter; 0% DMSO, 100% Δ7-dafachronic acid. actives 1.4% (n = 370,000);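 active = activation above the mean of all tested compounds plus 3 SD, cut at about 5.5% in these data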;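 also: 100% = response to 3 µM Δ7-dafachronic acid high control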
DAX1 inh-1 – DAX1 (NR0B1) inhibitors on StAR promoter, primary screen, cell-based, luminescence, SF-1 (NR5A1), full-length DAX-1; HEK293T StAR-luciferase reporter, SF-1/DAX-1 repression relief; inhibition, % at 6.8 µM; actives 1.1% (n = 370,000); AID 652010, 2013;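 active = inhibition above the mean over all tested compounds plus 3 SD, cut at about 3.6% in these data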;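 also: 0% = DAX-1 cells with DMSO and 100% = cells lacking DAX-1 with DMSO; higher inhibition means more luminescence from relief of DAX-1 repression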
SMARCA2 activ – SMARCA2 (BRM) function activators, primary screen, cell-based, luminescence, high throughput | MG213 cells, MMTV-luciferase reporter, dexamethasone, overnight | activation, % at 9.1 µM | actives 1% (n = 370,000) | AID 652017, 2013; in the data active = activation above about 7.8%;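 also: 0% = vehicle wells and 100% = reference activator wells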
HGIII-sPLA2 inh – human group III sPLA2 inhibitors, primary screen, biochemical, QFRET, BODIPY PC-A2 liposome substrate; QFRET BODIPY PC-A2 liposome hydrolysis, fluorescence; actives 0.56% (n = 370,000); AID 743126, 2013; inhibition, % at 12.2 µM;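 active = inhibition above mean plus 3 SD of compounds lying within the high and low control bounds, cut at about 19% in these data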;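 also: 0% = median of test compound wells and 100% = no enzyme DMSO wells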
Target sequence (Q9NZ20 whole entry, looked up): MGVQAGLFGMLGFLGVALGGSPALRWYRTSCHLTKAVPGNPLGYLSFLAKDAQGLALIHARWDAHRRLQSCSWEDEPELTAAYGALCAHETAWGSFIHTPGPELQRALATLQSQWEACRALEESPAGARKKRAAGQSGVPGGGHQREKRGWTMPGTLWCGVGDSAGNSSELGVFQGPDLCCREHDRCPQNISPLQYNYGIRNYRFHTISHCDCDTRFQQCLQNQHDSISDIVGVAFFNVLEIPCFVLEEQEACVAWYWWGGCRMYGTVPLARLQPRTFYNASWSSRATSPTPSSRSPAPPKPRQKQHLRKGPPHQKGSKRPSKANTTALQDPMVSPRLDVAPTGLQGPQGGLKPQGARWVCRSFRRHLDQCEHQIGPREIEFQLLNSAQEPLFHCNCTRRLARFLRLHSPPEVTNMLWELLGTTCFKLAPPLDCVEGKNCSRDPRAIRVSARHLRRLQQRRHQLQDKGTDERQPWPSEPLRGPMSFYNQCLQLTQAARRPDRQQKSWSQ
GAA850 FXN act – FXN promoter activators, primary screen, cell-based, luciferase luminescence, HEK293 lucGAA850; HEK293 lucGAA850 FXN promoter luciferase reporter, 24 h; percent of 10 µM SAHA response; activation, % at 6 µM; actives 0.56% (n = 360,000); AID 540364, 2011;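 active = activation above the average of all compounds screened plus 3 SD, cutoff fixed separately per campaign, cut at about 7.5% in these data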;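 also: 0% = DMSO wells and 100% = 10 µM SAHA wells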
GC-B act – human GC-B receptor activators, primary screen, HEK293 GC-B cells, cGMP TR-FRET, EC30 CNP. Atrial natriuretic peptide receptor 2 (Homo sapiens), P20594. 0% at EC30 CNP, 100% saturating CNP. activation, % at 10 µM. actives 0.11% (n = 370,000);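 active = activation at 10 µM reaching about 35% in either raw or pattern-adjusted values, limit read from the data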
DAX1 inh-2 – DAX1 (NR0B1) inhibitors, primary screen, cell-based, HEK293, Gal4-DAX1, luciferase luminescence | HEK293 Gal4-DAX1 luciferase reporter | inhibition, % at 6.75 µM | Nuclear receptor subfamily 0 group B member 1 (Homo sapiens), P51843 | AID 504766, 2011 | actives 0.99% (n = 340,000);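 active = inhibition above the mean over all tested compounds plus 3 SD, cut at about 4.2% in these data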;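 also: 0% = DAX1-transfected cells with DMSO and 100% = empty-vector control cells with DMSO; inhibition shows as a rise in luminescence from relieved DAX1 repression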
ssDAF12 agonist – S. stercoralis DAF-12 nuclear receptor activators, primary screen, cell-based, luminescence, HEK293, GRIP1 co-expression, lit1-tk-luc | Nuclear hormone receptor DAF-12 (Strongyloides stercoralis) | HEK293 ssDAF-12/GRIP1 lit1-tk-luc reporter; % of 3 µM dafachronic acid response | activation, % at 6.8 µM | actives 1% (n = 370,000) | AID 652126, 2013;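 active = activation above the mean over all tested compounds plus 3 SD, cut at about 0.9% in these data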;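 also: 0% = DMSO-only wells and 100% = 3 µM delta7-dafachronic acid wells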
KLK7 zymogen act – proKLK7 zymogen activators, primary screen, biochemical, fluorescence intensity | Kallikrein-7 (Homo sapiens), P49862 | purified proKLK7, EDANS-DABCYL substrate fluorescence; 100% is mature enzyme control, 0% vehicle | activation, % at 7 µM | actives 0.9% (n = 370,000);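 active = activation above the mean of all tested compounds plus 3 SD, computed per campaign excluding outliers beyond control limits, cut at about 13% in these data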
Target sequence (P49862 whole entry, looked up): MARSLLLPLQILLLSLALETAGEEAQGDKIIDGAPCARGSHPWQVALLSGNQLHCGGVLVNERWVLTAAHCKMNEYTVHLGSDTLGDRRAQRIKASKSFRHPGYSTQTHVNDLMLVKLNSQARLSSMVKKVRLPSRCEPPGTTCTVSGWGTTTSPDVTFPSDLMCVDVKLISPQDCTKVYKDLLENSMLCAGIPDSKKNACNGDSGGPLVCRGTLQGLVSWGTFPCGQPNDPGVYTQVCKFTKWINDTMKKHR
* hit, by the source's call; nt = not tested or not shown. Hits appear at their usual frequency, and some 6.7% of all compounds hit somewhere here.

structure	hgDAF12 agonist	NPR1 activator	hcDAF-12 act	DAX1 inh-1	SMARCA2 activ	HGIII-sPLA2 inh	GAA850 FXN act	GC-B act	DAX1 inh-2	ssDAF12 agonist	KLK7 zymogen act
O=C(NC1CC(=O)N(c2cccc(F)c2)C1)N1CCN(C(=O)c2ccco2)CC1 (configuration not stated)	-1.1	-1	0.5	1.9	0	7	-0.6	-3	1.0	-1.1	-0.4
CCn1c(O)c(C=NC2CCCC2)sc1=S	1.2	0	-0.2	-0.1	-3	-2	-0.3	1	0.6	-0.9	0.0
Cc1cccc(C(C)C)c1NC(=O)CSc1cccc[n+]1[O-]	-2.4	2	-0.5	0.1	-3	15	0.2	3	-0.6	-0.4	0.2
Cc1ccccc1NC(=O)Cc1nnc(SCC(=O)Nc2ccccc2)n1C	3.8	-2	-0.2	-0.8	-1	-6	0.2	3	-0.1	-1.6	0.5
COC(=O)c1c(NC(=O)COC(=O)CC(NC(C)=O)c2ccccc2)sc(C)c1C (configuration not stated)	-1.8	-1	-0.8	1.7	-1	-2	3.8	2	0.9	-1.2	-0.4
CN1C[C@@H]2C[C@@H](c3cccn3-c3nccs3)N3CCC[C@@]23C1=O	4.1	0	-1.0	-0.6	1	0	-1.3	3	1.6	-2.2	0.1
Cc1cc(C)c(NC(=O)C[N+](C)(C)CC(O)COc2cccc3ccccc23)c(C)c1 (configuration not stated)	-1.4	3	0.1	0.5	0	-16	0.3	5	0.5	-0.5	1.1
c1ccc2c(c1)OCCOCCOCCOCCOCCOc1ccccc1OCCOCCOCCO2	-1.5	-12	-0.1	-1.4	-4	-4	-2.1	-16	-1.3	-2.0	-0.1
CCOc1ccc(NC(=O)c2cc(=O)[nH]c3ccccc23)cc1	-0.5	3	2.5	-0.3	-1	-3	2.2	6	-1.0	-1.4	-0.5
O=C(NCc1ccccc1)C1c2ccccc2Oc2ccccc21	-2.2	-19	2.4	-0.2	-4	-12	0.7	-6	2.6	-0.5	0.0
N#Cc1ccc(Nc2nc(NCc3ccccc3)nc3ccsc23)cc1	0.1	22	-2.1	-3.0	-4	-4	9.5*	27	nt	-1.4	-2.2
COc1ccc(S(=O)(=O)NCCC(C)C)cc1OC	-2.5	-2	-1.0	-0.1	-1	-6	3.1	4	0.5	-1.3	0.0
Cc1cc(=S)cc(C)n1CCCn1ccnc1	2.6	1	0.0	-0.3	-2	0	-1.5	9	1.9	-0.4	-1.0
COC(=O)C(/C=N/OCc1ccc([N+](=O)[O-])cc1)NC(=O)c1cccc(Cl)c1 (configuration not stated)	0.9	4	-0.5	-0.2	0	-6	0.3	-7	0.2	-0.4	0.2
NS(=O)(=O)c1ccc(CCNC(=O)c2ccc(Cl)c(S(=O)(=O)N3CCCCC3)c2)cc1	-4.8	-4	-1.0	-2.8	-5	-16	-0.8	-2	-2.5	-1.5	0.1
CC(NC(=O)CCn1nc(-c2ccc(Cl)cc2)ccc1=O)c1ccccc1 (configuration not stated)	1.6	4	-0.4	0.2	-3	11	0.6	-2	0.4	-1.1	-0.5
COc1ccccc1CNC(=O)C1CCC(CNS(=O)(=O)c2ccc(NC(C)=O)cc2)CC1 (configuration not stated)	0.0	1	-1.3	-0.3	-4	3	3.9	-6	0.1	-1.7	0.6
CC1=CC(=O)C=C/C1=C(/c1ccc(O)cc1C)c1ccccc1S(=O)(=O)O	-3.0	0	-0.2	0.7	-2	-5	-0.8	10	-0.2	-0.4	-0.2
Cc1[nH]n2c(=O)c(C#N)c(-c3ccccc3)nc2c1-c1ccccc1	2.2	-6	-1.5	-0.1	5	1	0.7	-8	1.2	-0.6	-0.1
C[C@@H]1CCCCO[C@@H](CN(C)S(C)(=O)=O)[C@@H](C)CN([C@H](C)CO)C(=O)c2cc(N(C)C)ccc2O1	3.1	1	0.2	0.5	-2	0	0.0	11	2.4	-0.9	-1.6
CC(=O)Nc1cccc(NC(=O)CSc2ccc(C(F)(F)F)cc2[N+](=O)[O-])c1	0.4	-4	-0.1	-0.3	-2	-14	3.2	-6	-0.1	-1.0	0.3
CCOC(=O)c1cn(Cc2cccc(Cl)c2)c2cc(C)nn2c1=O	3.1	0	1.5	-0.3	0	-1	1.0	6	0.7	-0.7	2.2
COc1ccc(S[C@]2(C(=O)NCc3ccccc3)CC(=O)N[C@@H]2c2ccc(OC)cc2)cc1	-2.7	2	0.6	0.0	-5	8	nt	3	nt	-1.1	-0.8
CCOc1ccc(C(=O)CCc2nc3ccccc3s2)cc1	0.0	-2	0.7	1.3	-2	-5	1.5	-3	0.0	-1.1	0.4
COC(=O)CC(N)c1ccc(OC)c2ccccc12 (configuration not stated)	2.6	-18	-1.6	1.2	0	-3	-0.1	-13	0.9	-1.2	0.2

Of the compounds above, two contain fluorine:
structure	hgDAF12 agonist	NPR1 activator	hcDAF-12 act	DAX1 inh-1	SMARCA2 activ	HGIII-sPLA2 inh	GAA850 FXN act	GC-B act	DAX1 inh-2	ssDAF12 agonist	KLK7 zymogen act
O=C(NC1CC(=O)N(c2cccc(F)c2)C1)N1CCN(C(=O)c2ccco2)CC1 (configuration not stated)	-1.1	-1	0.5	1.9	0	7	-0.6	-3	1.0	-1.1	-0.4
CC(=O)Nc1cccc(NC(=O)CSc2ccc(C(F)(F)F)cc2[N+](=O)[O-])c1	0.4	-4	-0.1	-0.3	-2	-14	3.2	-6	-0.1	-1.0	0.3

The list goes on.
structure	hgDAF12 agonist	NPR1 activator	hcDAF-12 act	DAX1 inh-1	SMARCA2 activ	HGIII-sPLA2 inh	GAA850 FXN act	GC-B act	DAX1 inh-2	ssDAF12 agonist	KLK7 zymogen act
Cc1cc(Br)cc(C)c1OCC(=O)NNC(=O)CCC(=O)NCc1ccccc1	1.1	-4	-0.1	0.6	0	-1	-0.7	-5	3.0	-1.1	0.0
CC1=C(C(=O)Nc2ccccc2C)C(c2ccccc2)NC(=O)N1 (configuration not stated)	3.2	-1	3.7	-1.2	4	1	0.0	-5	1.8	-0.7	0.1
COc1ccc(NC(=O)c2ccc3nc(C)sc3c2)cc1	3.8	0	1.1	0.3	4	0	4.3	-3	1.8	-0.4	-0.2
N#CC(C#N)=Cc1cn(-c2ncc(C(F)(F)F)cc2Cl)c2ccccc12	2.2	-20	-0.9	-0.6	-2	-5	0.7	-18	-1.9	-1.2	0.2
C/C(=N\NS(=O)(=O)c1ccc([N+](=O)[O-])cc1)c1ccc2c(c1)OCO2	2.2	3	-0.9	0.2	-3	4	0.1	-4	-0.1	-0.2	-0.5
CCNC(=O)C(=O)N/N=C/c1cc([N+](=O)[O-])ccc1O	1.6	-3	-0.7	0.0	1	0	-1.5	-2	-0.2	-1.5	-1.2
CC(CCCC(C)(C)O)NC(=O)c1cc(COc2ccc3ncccc3c2)on1 (configuration not stated)	-6.3	-7	-2.7	-4.6	-5	1	-2.6	-5	-2.8	-2.9	0.1
COc1ccc(C(=O)CCC(=O)Nc2cccc(Cl)c2)cc1	-4.4	0	1.7	0.2	-2	-14	2.2	-1	-0.6	-1.9	0.0
CC(C)Cc1nc2oc3c(Cl)ncnc3c2c2c1CCC2	0.1	-23	-1.1	0.6	3	-2	1.1	-17	0.8	0.0	0.0
O=C(NCCc1c[nH]c2ccccc12)N[C@@H](Cc1ccccc1)C(=O)O	2.4	4	1.4	0.0	1	-27	-0.5	5	0.6	-0.1	-0.8
CC(C)CCN1CCN(Cc2cccn2-c2cccnc2)CC1CCO (configuration not stated)	2.5	2	-1.3	0.2	-5	-2	-1.0	-2	0.8	-0.8	-0.1
O=C(NN1C(=O)/C(=C/c2ccc(O)cc2)SC1=S)c1ccccc1O	-0.6	0	0.3	0.7	-3	-48	1.9	1	0.4	-1.8	0.0
OCCNc1ncnc2c1ncn2Cc1ccccc1	0.2	-4	-2.2	-0.1	2	10	0.4	5	0.7	-1.6	-0.2
CCOC(=O)/C(O)=C(\C#N)c1nc2ccccc2[nH]1	2.0	-5	-0.2	0.7	-3	8	-0.2	-2	-0.7	0.1	-1.1
CCOC(=O)C1CCN(S(=O)(=O)c2cccc(C(=O)Nc3ccccc3)c2)CC1	-1.9	0	-2.4	-4.0	-2	-11	1.5	-2	-0.3	-1.4	0.2
COc1ccc(CNS(=O)(=O)c2ccc(F)c(C(=O)Nc3ccc(OC)cc3)c2)cc1	5.0	-5	-2.1	-1.7	-1	-16	2.7	-2	-0.8	-1.7	1.4
Cc1ccc(C(=O)NC(=S)Nc2ccccc2C(F)(F)F)c(C)c1	1.1	12	-0.9	0.3	0	6	-0.6	14	-1.2	-1.0	-0.1

Assay outcomes from PubChem.
